Source: PubChem
CHX counter = affects cycloheximide protein synthesis inhibition readout, counter-screen | AID 2314 | max response, % | cell reporter, cycloheximide protein synthesis inhibition counterscreen | hit rate 12% among 300,000; in the data active = max response mostly above about 13%, no sharp cut-off; inactive = mostly below about 14%; also: read at 38.3 µM for the half of the compounds with a filed dose; 0% is about no effect
Tb PYK inh = T. brucei pyruvate kinase inhibition; Q57TT1; TbPYK enzyme, Kinase-Glo Plus ATP luminescence, 45 min; Potency, µM (highest dose often 76.8 µM), inactives show top-dose activity, negative = inhibition, usual class: inhibitors; hit rate 0.12% among 410,000; AID 624173; also: potency is read from the fitted curve at half-maximal effect; % is scaled to controls: 0 for no effect and ±100 for the full control effect; nearly all actives have a fitted effect of over 50% in size
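Quantitative HTS: titrated library compounds versus trypanosomal pyruvate kinase in TEA buffer (pH 7.2) containing KCl, MgCl2, BSA and Tween-20. Reactions were initiated with ADP, 130 uM final. Kinase-Glo Plus luminescence was read after 45 min at RT.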
Pf growth 48h = inhibits P. falciparum growth in the first generation, 48 h; P. falciparum luciferase growth in erythrocytes, 48 h; Potency, µM (top dose mostly 28.7 µM), inactives show top-dose activity change, negative = inhibition, most hits filed as inhibitors; hit rate 5.9% among 310,000; AID 504832; also: potency is read from the fitted curve at half-maximal effect; % is scaled to controls: 0 for no effect and ±100 for the full control effect
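Cell-based growth assay: transgenic P. falciparum expressing firefly luciferase, cultured in red cells within RPMI 1640 containing 0.5% w/v Albumax, 24 mM bicarbonate and gentamycin. A drop in luciferase activity indicates inhibition.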
Pf growth 96h = P. falciparum growth inhibition at 96 hour, primary screen for plastid delayed-death inhibitors | P. falciparum luciferase reporter growth, 96 h | Potency, µM (doses to about 28.7 µM), for inactives: at the highest dose activity change, negative = inhibition, hits mostly inhibitors | hit rate 6.9% among 320,000 | AID 504834; also: potency is read from the fitted curve at half-maximal effect; % is scaled to controls: 0 for no effect and ±100 for the full control effect
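Readout is luminescence from an integrated firefly luciferase in P. falciparum. Red cells, 2% hematocrit and 0.05% parasitemia final, were cultured with compound through two parasite generations (96 hours) at 37 C, 5% CO2.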
Shiga inhibitor = Shiga toxin inhibition | Vero cells, Shiga toxin protein synthesis inhibition reporter | hit rate 9.2% among 290,000 | inhibition, % at 38.7 µM; in the data active = inhibition mostly above about 28%, no sharp cut-off; inactive = mostly below about 43%; also: 0% is about no effect
AmpC inh no detg = blocks E. coli AmpC beta-lactamase in detergent-free assay; P00811; AmpC nitrocefin hydrolysis, absorbance 480 nm, 0.0001% Triton; Potency, µM (doses to about 57.1 µM), for the others: at the top dose activity change, negative = inhibition, usual class: inhibitors; hit rate 0.52% among 330,000; AID 485341;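 also: potency is read from the fitted curve at half-maximal effect; plate controls were no compound for no effect and no enzyme for full effect; nearly all actives have a fitted effect of over 20% in size; some results filed as inactive show a strong effect at the top dose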
Target sequence (P00811 whole entry, looked up): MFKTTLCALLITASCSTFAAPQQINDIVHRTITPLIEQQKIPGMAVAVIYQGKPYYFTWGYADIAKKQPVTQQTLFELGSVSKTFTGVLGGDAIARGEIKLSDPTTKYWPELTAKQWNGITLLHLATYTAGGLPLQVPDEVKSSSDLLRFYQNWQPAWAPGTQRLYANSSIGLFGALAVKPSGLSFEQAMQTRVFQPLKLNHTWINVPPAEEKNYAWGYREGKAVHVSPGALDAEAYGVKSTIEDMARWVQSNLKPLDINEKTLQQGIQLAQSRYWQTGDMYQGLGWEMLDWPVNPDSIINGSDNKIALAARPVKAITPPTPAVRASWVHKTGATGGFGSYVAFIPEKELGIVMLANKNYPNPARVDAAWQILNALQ
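AmpC (5.3 nM in the dispensed reagent) in 20 mM phosphate pH 7.0 with 0.01% (detergent screen) or 0.0001% Triton X-100 was preincubated with compounds for 15 min at room temperature. Nitrocefin was then added from an 800 uM solution, and hydrolysis was followed at 480 nm.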
LmPK inh = inhibitors of Leishmania mexicana pyruvate kinase | hit rate 0.37% among 290,000 | AID 1721 | Potency, µM (doses to about 57.5 µM), inactives show at the highest dose activity change, negative = inhibition, actives largely listed as inhibitors | purified LmPK, Kinase-Glo ATP luminescence, 1 h | Q27686; also: potency is read from the fitted curve at half-maximal effect; % is scaled to controls: 0 for no effect and ±100 for the full control effect
Target sequence (Q27686 whole entry, looked up): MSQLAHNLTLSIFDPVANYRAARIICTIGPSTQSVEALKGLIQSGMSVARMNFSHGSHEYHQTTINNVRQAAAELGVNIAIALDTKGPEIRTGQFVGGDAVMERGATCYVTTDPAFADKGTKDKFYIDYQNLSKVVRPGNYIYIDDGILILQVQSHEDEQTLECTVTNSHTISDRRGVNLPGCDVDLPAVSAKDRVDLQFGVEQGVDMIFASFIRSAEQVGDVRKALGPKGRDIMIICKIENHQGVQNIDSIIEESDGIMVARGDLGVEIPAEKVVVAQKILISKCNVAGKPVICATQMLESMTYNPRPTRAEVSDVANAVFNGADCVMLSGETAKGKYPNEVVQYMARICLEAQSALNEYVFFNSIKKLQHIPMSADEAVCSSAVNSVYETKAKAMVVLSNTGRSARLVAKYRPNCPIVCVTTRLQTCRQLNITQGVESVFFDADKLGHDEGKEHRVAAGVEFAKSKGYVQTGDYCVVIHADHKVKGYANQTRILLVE
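Purified LmPK (0.1 nM) with 0.5 mM PEP and 0.1 mM ADP in imidazole buffer pH 7.2 with MgCl2/KCl, 1 h at room temperature. ATP formed was read by luciferase luminescence and normalized to no-enzyme and uninhibited controls.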
Starred values were filed as active, the others as inactive; ? = inconclusive; nt = no result given; [ ] = dose if it differs, or a comment. Unless noted, calls follow the shape of the dose curve; as a rule, active = well fitted curve in the direction sought with a large enough effect; inconclusive = small, poorly fitted or top-dose-only effect, or another doubt; inactive = no such curve, though single readings can be large; an effect the other way counts as inactive or inconclusive.

1	O=C(Nc1cc(Cl)ccc1-n1cncn1)c1ccc(Br)o1
2	CN(C)CCNC(=O)C(=O)NCC1OCCN1S(=O)(=O)c1ccc2c(c1)OCCO2 (stereo not drawn)
3	COc1ccc2[nH]c3c4c(ccc3c2c1)C(=O)C=CC4=O
4	CCOc1ccc(CC(=O)OCn2nnc3ccccc3c2=O)cc1
5	CCn1cc(/C=N\NC(=O)c2csc3ccccc23)c(C)n1
6	CN(C)CCNC(=O)COc1cccc2c1OC(C)(C)C2
7	CN(C)c1nc(OCCNC(=O)Nc2ccc(Cl)cc2)nc(N(C)C)n1
8	CS(=O)(=O)NNC(=O)c1sccc1OCc1ncc(C(F)(F)F)cc1Cl
screen / no.,1,2,3,4,5,6,7,8
CHX counter,nt,0,38*,0,44*,2,12,-2
Tb PYK inh,-5%,8%,?,-3%,5%,1%,-3%,2%
Pf growth 48h,?,-4%,?,-2%,nt,-9%,-8%,1%
Pf growth 96h,29%,22%,?,51%[activator],-6%,-33%,?,-5%
Shiga inhibitor,nt,15,89*,-16,82,27,-9,-4
AmpC inh no detg,-15%,-20%,-35%,-15%,36%,-17%,-3%,-17%
LmPK inh,nt,-1%,?,1%[11.5 µM],3%,16%,2%,2%

9	c1csc(-n2nc3ccccc3n2)c1
10	C=CCc1cccc(/C=N/NC(=O)CNc2ccccc2OC)c1O
11	Cc1cc(N=Cc2c(O)n(-c3cccc(C(F)(F)F)c3)c(=O)c3ccccc23)no1
12	COCCn1c(SCc2ccc(F)cc2)nc2ccccc2c1=O
13	O=C(c1cc(COc2c(F)cccc2F)on1)N1CCc2ccccc2C1
14	Clc1cccc(-c2nc(NCCN3CCOCC3)c3ccccc3n2)c1
15	CC(=O)Nc1ccc(N2C(=O)c3cccc4c(O)ccc(c34)C2=O)cc1
16	CCN1CCN(Cc2ccc(NC(=O)c3ccc(C)c(NC(=O)c4ccc5n[nH]nc5c4)c3)cc2C(F)(F)F)CC1
screen / no.,9,10,11,12,13,14,15,16
CHX counter,11,1,-3,-2,10,1,-4,-4
Tb PYK inh,-4%,1%,-1%,-3%,2%,-16%,-3%,3%
Pf growth 48h,51%[activator],?,?,-14%,8%,?,-1%[0.00184 µM],4%
Pf growth 96h,8%[5.75 µM],24%,?,?,?,11%,22%,28%
Shiga inhibitor,25,10,-4,-32,52*,54,4,-4
AmpC inh no detg,-16%,-30%,-47%,37%,-5%,175%[activator],-21%,3%
LmPK inh,6%,9%,1%,-6%,-1%,0%,-1%,-6%

17	CCOc1ccc(S(=O)(=O)n2cc(F)c(=O)[nH]c2=O)cc1
18	COc1ccccc1CNC(=O)CN1C(=O)c2ccc([N+](=O)[O-])cc2C1=O
19	COc1ccccc1N1CCN(CC(=O)Nc2ccc(-n3cnnn3)cc2)CC1
20	Cc1ccc(SCC(=O)Nc2nnc(-c3ccco3)o2)cc1
21	CCCNC(=O)c1onc(CSc2ccc(Cl)cc2)c1C(=O)NCC1CC1
22	Cc1n[nH]c(=S)c2nn(-c3ccccc3F)c(C)c12
23	C=CCN(CC=C)S(=O)(=O)c1ccc(NC(=S)NC(=O)C2CC2)cc1
24	CCOP(=O)(C#CC(C)(C)C)C(O)(c1ccccc1)C(F)(F)F (stereo not drawn)
screen / no.,17,18,19,20,21,22,23,24
CHX counter,4,-6,3,nt,nt,-2,-1,12
Tb PYK inh,2%,-7%,3%,-11%,1%,-11%,1%,-11%
Pf growth 48h,?,0%,-10%,4%,?,7%,?,16%
Pf growth 96h,13µM*,11%,5%,26%,?,nt,?,nt
Shiga inhibitor,-18,17,-6,nt,nt,-10,-4,-12
AmpC inh no detg,-5%,-31%,-8%,?,2%,-13%,-54%,-22%
LmPK inh,4%,-2%,-5%,nt,nt,-2%,0%,-3%

25	CSc1nnc2c(n1)OC(c1ccccn1)N(C(C)=O)c1ccccc1-2 (stereo not drawn)
26	Nc1nc(NCC2CCCO2)nc(Nc2cccc(Cl)c2)c1[N+](=O)[O-] (stereo not drawn)
27	CCNS(=O)(=O)c1ccc(NC(=O)c2c(-c3ccccc3)noc2C)cc1
28	O=C(NNC(=S)Nc1cccc(C(F)(F)F)c1)c1ccc(Cl)cc1Cl
29	CCn1c(SCC(N)=O)nc2ccccc2c1=O
30	CCn1c(CCNS(=O)(=O)c2ccccc2Br)nnc1SC
31	COc1cc(/C=N\NC(=O)c2ccccc2F)ccc1Oc1ccc([N+](=O)[O-])cn1
32	CCOCCCNC(=O)Cn1cc2c(n1)CCCCC2
screen / no.,25,26,27,28,29,30,31,32
CHX counter,-3,6,-2,-2,-2,10,16*,-4
Tb PYK inh,1%,-1%,-2%,-1%,0%,-3%,-5%,-3%
Pf growth 48h,-35%[5.75 µM],?,14%,26%,22%,-4%,-24%,12%
Pf growth 96h,nt,7%,-3%,40%[activator],nt,23%,6%,51%[activator]
Shiga inhibitor,-8,-7,-4,7,-13,-15,36,12
AmpC inh no detg,-1%[2.29 µM],-21%,-18%,?,-4%,-4%,-52%,45µM*
LmPK inh,2%,0%,3%,3%,0%,1%,2%,0%

An excerpt of these results, as labelled records:
[30] CCn1c(CCNS(=O)(=O)c2ccccc2Br)nnc1SC
- CHX counter: 10
- Tb PYK inh: -3%
- Pf growth 48h: -4%
- Pf growth 96h: 23%
- Shiga inhibitor: -15
- AmpC inh no detg: -4%
- LmPK inh: 1%

[8] CS(=O)(=O)NNC(=O)c1sccc1OCc1ncc(C(F)(F)F)cc1Cl
- CHX counter: -2
- Tb PYK inh: 2%
- Pf growth 48h: 1%
- Pf growth 96h: -5%
- Shiga inhibitor: -4
- AmpC inh no detg: -17%
- LmPK inh: 2%

[24] CCOP(=O)(C#CC(C)(C)C)C(O)(c1ccccc1)C(F)(F)F (stereo not drawn)
- CHX counter: 12
- Tb PYK inh: -11%
- Pf growth 48h: 16%
- Pf growth 96h: nt
- Shiga inhibitor: -12
- AmpC inh no detg: -22%
- LmPK inh: -3%

[22] Cc1n[nH]c(=S)c2nn(-c3ccccc3F)c(C)c12
- CHX counter: -2
- Tb PYK inh: -11%
- Pf growth 48h: 7%
- Pf growth 96h: nt
- Shiga inhibitor: -10
- AmpC inh no detg: -13%
- LmPK inh: -2%

New compounds follow:
33	Cc1ccc(S(=O)(=O)N(C)C)cc1NC(=O)COc1cccc(-n2cnnn2)c1
34	Cc1cc(NC(=O)C(C)SCC(=O)OCc2ccc([N+](=O)[O-])cc2)no1 (stereo not drawn)
35	CCOc1c2ccc(C(=O)NC3CCCc4ccccc43)cc2nn1CC (stereo not drawn)
36	CCOc1cc(C(=O)NC(C)c2ccncc2)cc(OCC)c1OCC (stereo not drawn)
37	CCOc1cc(C(=O)OCc2cccc(OC)c2OC)ccc1OCC(=O)N1CCOCC1
38	COC(=O)c1sccc1NC(=O)c1ccc(OC)cc1
39	O=[N+]([O-])c1ccc(N2CCc3ccccc3C2)cc1
40	CCn1c(COC(=O)CNC(=O)c2ccccc2F)nc2cc(S(=O)(=O)N(C)C)ccc21
screen / no.,33,34,35,36,37,38,39,40
CHX counter,nt,nt,-1,-1,nt,14,26*,nt
Tb PYK inh,0%,1%,2%,1%,-1%,2%,0%,2%
Pf growth 48h,?,?,?,-10%,?,21%,37%[activator],13%
Pf growth 96h,?,25%,?,nt,?,nt,0%,9%
Shiga inhibitor,nt,nt,12,9,nt,16,nt,nt
AmpC inh no detg,-24%,70%[activator],?,9%,178%[activator],-11%,-19%,-1%
LmPK inh,nt,nt,1%,1%,nt,10%,-1%,nt

41	COc1ccccc1NS(=O)(=O)c1cccc(C(=O)NCC(c2ccco2)N2CCCCC2)c1 (stereo not drawn)
42	CCOc1ccccc1C(=O)Nc1cccc(-c2ccc(N3CCOCC3)nn2)c1
43	CCCNC(=O)c1ccc(N2CCC3(CC2)CC(c2cccc(Br)c2)=NO3)c(NC(=O)c2cccc(OC)c2)c1
44	CC1CCN(c2ccccc2NC(=O)c2ccc(N3CCOCC3)c([N+](=O)[O-])c2)CC1
45	O=C(COc1ccccc1)N1CCN(C(=O)c2cccs2)CC1
46	CCN(CC)c1ccc(/C=N/N2CCN(Cc3ccccc3)CC2)cc1
47	COc1ccc(-c2nc(CN3CCC(C(=O)N4CCOCC4)CC3)c(C)o2)c(OC)c1
48	CC1=NOC(=O)/C1=C\c1ccc(-c2cccc(Cl)c2)o1
screen / no.,41,42,43,44,45,46,47,48
CHX counter,nt,nt,nt,-2,2,-2,2,26
Tb PYK inh,1%,3%,5%,0%,0%,-9%,-3%,-17%
Pf growth 48h,5.2µM*,?,?,-5%,-1%,21%,7%,44%[activator]
Pf growth 96h,?,9.3µM*,8.3µM*,43%[activator],25%,-6%,11%,81%[activator]
Shiga inhibitor,nt,nt,nt,13,-3,15,-11,14
AmpC inh no detg,41%,?,-5%,-8%,-2%,76%[activator],88%[activator],-41%
LmPK inh,nt,nt,nt,1%,3%,-7%,-8%,4%

49	COc1ccc(OC)c(S(=O)(=O)Nc2ccc(C)c(C)c2)c1
50	Nn1c(=O)c2ccccc2n2c(SCc3ccc(C(F)(F)F)cc3)nnc12
51	CC(=O)Nc1ccc(N2C(=O)c3ccc(S(=O)(=O)c4ccc(C(=O)O)cc4)cc3C2=O)cc1
52	CCCc1ccc(C(=O)CCC(=O)NNC(=O)c2ccncc2)cc1
53	CN(C)c1ccc(/C=N\NC(=O)CC#N)cc1
54	C(=N\c1ncnc2sccc12)/NOCc1ccccc1
55	O=C(CN1C(=O)COc2ccccc21)NCCCN1CCN(c2ccccc2F)CC1
56	CC(C)N(Cc1ccccc1)C(=O)COC(=O)c1cnccn1
57	COc1ccc(S(=O)(=O)NCCSCc2ccco2)cc1Cl
screen / no.,49,50,51,52,53,54,55,56,57
CHX counter,-4,-3,-3,9,30,6,10,-3,1
Tb PYK inh,2%,-3%,6%,-9%,-4%,3%,0%,-3%,-4%
Pf growth 48h,nt,nt,12µM*,24%,62%[activator],9%,1%,?,-1%
Pf growth 96h,?,?,0%,?,90%[activator],8%,14%,5%,nt
Shiga inhibitor,-6,10,-14,-4,35*,8,1,-6,-7
AmpC inh no detg,-1%,-4%,204%[activator],-5%,-30%,-19%,33%,1%,-32%
LmPK inh,16%,-6%,-1%,-11%,-8%,4%,6%,-4%,6%
